# KCNH2 3.1 block = blocks the human KCNH2 3.1 channel isoform | U2OS KCNH2 3.1, thallium flux FluxOr; stronger effect = lower value | activity change, % (tested at about 1.8 µM) | hit rate 0.95% among 340,000;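 active = maximum activity change below -70%; inconclusive = maximum activity change from -70% to -50%; inactive = maximum activity change above -50%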;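 also: thallium influx rate constant from kinetic fluorescence after stimulation buffer; % is scaled to controls: 0 for no effect and ±100 for the full control effect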
#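 We transduce U2OS cells with the mutant 3.1 virus, culture them overnight, load FluxOr with Red40 quencher for 45 min, then add stimulation buffer and read kinetically for 2 min to derive a normalized rate constant.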
# ELG1 genotox = inducers of genotoxicity in HEK293T ELG1-luciferase cells | HEK293T ELG1-luciferase reporter, luminescence, 16 h | Potency, µM (highest dose often 46 µM), for the others: top-dose activity change, positive = activation, hits mostly activators | hit rate 1.3% among 330,000 | AID 504466; also: potency is read from the fitted curve at half-maximal effect; % of control where 0% means no effect; nearly all actives have a fitted effect of over 60% in size
#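 HEK293T cells expressing luciferase-tagged ELG1 were treated with compound or DMSO for 16 hr at 37°C. Luciferase activity was then read after 30 min with ONE-Glo at room temperature; rising signal flags genetic stress.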
# Giardia killer = kills Giardia lamblia. hit rate 0.15% among 340,000. Giardia lamblia trophozoite viability. AID 540267. activity change, % at 7.66 µM, hits read low; in the data active = activity change below about -80%; inconclusive = between about -30% and that limit;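 also: parasites exposed to compound for two days anaerobically before the ATP read; % is scaled to controls: 0 for no effect and ±100 for the full control effect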
#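 Giardia lamblia trophozoites (100 cells/well) were incubated with compounds for 48 h at 37 deg C under anaerobic conditions. Viability was read as ATP content by one-step luminescence after 15-30 min at room temperature.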
# NPC1 prom act = activators of NPC1 promoter; Huh7 NPC1 promoter luciferase reporter, 24 h; Potency, µM (series often up to 9.22 µM), inactives show top-dose activation, most hits filed as activators; hit rate 2.4% among 320,000; AID 485313;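 also: potency is read from the fitted curve at half-maximal effect; % of control where 0% means no effect; nearly all actives have a fitted effect of over 60% in size; reporter is driven by a mutant NPC1 promoter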
#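 Stable NPC1-promoter luciferase Huh7 line; cpd (DMSO) 24 h, 37 °C, 5% CO2; Amplite luciferase reagent 10 min RT; luminescence readout. qHTS format.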
# FLuc modulator = inhibits or activates purified firefly luciferase, miR-21 counter-screen; hit rate 6.9% among 360,000; Potency, µM (highest dose often 57.5 µM), for inactives: at the top dose activity change, negative = inhibition, actives largely listed as inhibitors; AID 588342; P08659; purified FLuc, Km substrates, luminescence inhibition;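 also: potency is read from the fitted curve at half-maximal effect; plate controls were vehicle for no effect and reference inhibitor for full effect; nearly all actives have a fitted effect of over 55% in size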
#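 Biochemical qHTS of compounds, final roughly 60 µM downward over six points, against 10 nM purified firefly luciferase using Km concentrations of substrates (10 uM D-luciferin, 10 uM ATP) in Tris acetate pH 7.5 buffer; luminescence output.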
# RORg inh = ROR gamma (mouse) transcription inhibition; P51450; Drosophila S2 Gal4-RORgamma UAS-luciferase reporter, 20 h; Potency, µM (series often up to 53.6 µM), for the others: at the highest dose activity change, negative = inhibition, usual class: inhibitors; hit rate 5.4% among 310,000; AID 2551; also: potency is read from the fitted curve at half-maximal effect; % is scaled to controls: 0 for no effect and ±100 for the full control effect; nearly all actives have a fitted effect of over 60% in size
# Target sequence (P51450 whole entry, looked up, the tested form may be a part): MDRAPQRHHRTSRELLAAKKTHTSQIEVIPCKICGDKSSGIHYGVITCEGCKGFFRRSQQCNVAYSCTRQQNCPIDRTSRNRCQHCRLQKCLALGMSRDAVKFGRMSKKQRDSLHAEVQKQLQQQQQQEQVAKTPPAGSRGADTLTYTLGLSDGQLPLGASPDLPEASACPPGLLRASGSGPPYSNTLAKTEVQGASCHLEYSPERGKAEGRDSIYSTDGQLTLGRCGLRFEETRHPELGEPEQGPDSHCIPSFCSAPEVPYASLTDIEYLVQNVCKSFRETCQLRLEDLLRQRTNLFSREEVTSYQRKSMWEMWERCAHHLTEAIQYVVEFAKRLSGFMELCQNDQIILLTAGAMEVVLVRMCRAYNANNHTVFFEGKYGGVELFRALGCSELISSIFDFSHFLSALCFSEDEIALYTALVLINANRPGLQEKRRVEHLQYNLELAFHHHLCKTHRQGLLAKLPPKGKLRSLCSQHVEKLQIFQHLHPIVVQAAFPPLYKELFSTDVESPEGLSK
#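 Luminescence from a UAS-regulated Photinus luciferase reporter in stably transfected Drosophila Schneider cells is measured; decreased signal marks ROR gamma inhibition. Fusion expression is induced by 700 uM copper sulfate for 20 hr.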
# uPA generation = inhibitors of cell surface uPA generation | cell surface uPA generation assay, qHTS | Potency, µM (top dose mostly 38.3 µM), without a hit: at the highest dose activity change, negative = inhibition, actives largely listed as inhibitors | hit rate 0.31% among 330,000 | AID 540303; active = well fitted inhibition curve with a large enough effect; inconclusive = small, poorly fitted or top-dose-only effect; inactive = no such curve, though single readings can be large or run the other way; tested in mouse RAW 264.7 cells; also: potency is read from the fitted curve at half-maximal effect; % is scaled to controls: 0 for no effect and ±100 for the full control effect; nearly all actives have a fitted effect of over 55% in size
# Rab9 prom act = activators of Rab9 promoter; Potency, µM (series often up to 9.22 µM), for the others: at the highest dose activation, negative = inhibition, actives largely listed as activators; Huh7 Rab9 promoter-luciferase reporter, luminescence, 24 h; AID 485297; hit rate 2.8% among 320,000; also: potency is read from the fitted curve at half-maximal effect; % of control where 0% means no effect; nearly all actives have a fitted effect of over 60% in size
#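 Using Huh7 cells stably transfected with Rab9 promoter–luciferase, compounds were incubated 24 h at 37 °C, 5% CO2; luciferase luminescence was read 10 min after reagent addition.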
# Tb PFK inh = T. brucei PFK enzyme inhibition | O15648 | T. brucei PFK, ADP-Glo luminescence | Potency, µM (doses to about 57.5 µM), for the others: at the highest dose activity, negative = inhibition, usual class: inhibitors | hit rate 0.17% among 330,000 | AID 485367;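 also: potency is read from the fitted curve at half-maximal effect; 0% = uninhibited 1x PFK enzyme wells and -100% = no-enzyme wells; nearly all actives have a fitted effect of over 60% in size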
# Target sequence (O15648 whole entry, looked up): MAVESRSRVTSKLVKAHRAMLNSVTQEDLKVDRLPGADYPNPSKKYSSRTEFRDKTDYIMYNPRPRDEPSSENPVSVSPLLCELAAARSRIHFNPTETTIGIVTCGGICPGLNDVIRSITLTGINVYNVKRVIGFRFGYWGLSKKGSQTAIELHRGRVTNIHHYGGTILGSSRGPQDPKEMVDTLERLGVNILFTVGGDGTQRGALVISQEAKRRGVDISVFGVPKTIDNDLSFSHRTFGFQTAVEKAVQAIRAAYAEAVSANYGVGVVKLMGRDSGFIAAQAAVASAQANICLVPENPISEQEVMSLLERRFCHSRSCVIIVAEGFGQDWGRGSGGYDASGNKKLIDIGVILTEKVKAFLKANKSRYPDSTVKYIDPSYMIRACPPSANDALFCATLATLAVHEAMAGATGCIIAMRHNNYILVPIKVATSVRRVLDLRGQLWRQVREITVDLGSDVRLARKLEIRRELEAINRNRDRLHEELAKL
#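 Luminescent ADP detection (ADP-Glo, two-step: ATP depletion then ADP-to-ATP conversion for luciferase) reported PFK activity after 45 min room-temperature reaction of 1.25 nM enzyme with 0.5 mM F6P and 0.1 mM ATP at pH 8.0.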
# FBPA coupling cs = counter-screen for Giardia aldolase inhibitors: coupling enzyme system; coupling enzyme system counterscreen, AmpLite Red fluorescence; activity change, negative = inhibition, % at 58.2 µM, hits read low; hit rate 0.67% among 290,000; AID 2472; in the data active = activity change below about -30%; also: % is scaled to controls: 0 for no effect and ±100 for the full control effect
#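 Fluorescence at 525 nm excitation and 598 nm emission measured inhibition of the coupled detection system without aldolase. Compounds (at 57.5 uM final) were preincubated 10 min at room temperature with coupling enzyme reagent before a 20 min substrate/AmpLite Red step.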
# VP16 counter = counter-screen for ROR gamma inhibitors: Gal4-VP16 reporter. Drosophila S2 Gal4-VP16 UAS-luciferase, luminescence, 20 h. Potency, µM (doses to about 53.6 µM), inactives show at the highest dose activity, negative = inhibition, hits mostly inhibitors. hit rate 3.5% among 310,000. AID 2546;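 also: Gal4-VP16 expression switched on by copper sulfate through the metallothionein promoter; potency is read from the fitted curve at half-maximal effect; % is scaled to controls: 0 for no effect and ±100 for the full control effect; nearly all actives have a fitted effect of over 50% in size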
# An asterisk follows results filed as active; u = inconclusive; x = no result given; [ ] = remark or other dose. Unless noted, calls follow the shape of the dose curve; as a rule, active = well fitted curve in the direction sought with a large enough effect; inconclusive = small, poorly fitted or top-dose-only effect, or another doubt; inactive = no such curve, though single readings can be large; an effect the other way counts as inactive or inconclusive.
SMILES,KCNH2 3.1 block,ELG1 genotox,Giardia killer,NPC1 prom act,FLuc modulator,RORg inh,uPA generation,Rab9 prom act,Tb PFK inh,FBPA coupling cs,VP16 counter
CCN(C(=O)COC(=O)/C(C#N)=C/c1ccc(N(C)C)cc1)C1CCS(=O)(=O)C1 (stereo unspecified),-7,13%,-18,x,x,x,-4%,x,1%,x,x
CN1CCN(CC(=O)c2cc(C(C)(C)C)c(O)c(C(C)(C)C)c2)CC1,-7,-4%,15,1%,0%,31%[1.91 µM],-5%,-3%,0%,-4,8%
Cc1cc(-c2sccc2C)nc(-n2cccc2)n1,-1,2%,-15,12%,u,10%,x,13%,-10%,-3,5%
COc1ccc(CCNS(=O)(=O)c2csc(C(N)=O)c2)cc1OC,-8,-2%,-10,0%,3%,-3%,3%,2%,-5%,x,5%
C(=N\N1CCN(Cc2ccccc2)CC1)/c1ccc(-c2ccccc2)cc1,-18,4%,-7,-7%,2%,-26%,1%,-4%,-4%,3,-2%
COc1ccc(N(C(=O)c2snc(C(N)=O)c2N)C(C(=O)NCc2ccccc2)c2ccc(F)cc2)c(OC)c1 (stereo unspecified),-32,2%,-18,-5%,4%,u,0%,0%,-9%,0,-7%
CCC(=O)Nc1cccc(-n2nnnc2SCC(=O)NCc2ccco2)c1,-1,10%,-11,5%,3%,u,5%,2%,-1%,0,12%
O=C(c1noc2c1CCCC2)N1CCCC(N2CCN(c3ccccc3F)CC2)C1 (stereo unspecified),13,-7%,2,2%,-2%,-1%,2%,-4%,-1%,x,-1%
O=S(=O)([N-]c1nc2ccccc2nc1-[n+]1ccc(-c2ccncc2)cc1)c1ccccc1,-7,u,5,-2%,u,-4%,7%,-3%,7%,0,2%
O=C1Nc2ccccc2O/C1=C\c1c(F)cccc1Cl,8,2%,-19,1%,3%,-27%,3%,-2%,1%,-1,-1%
COc1ccc(Cl)cc1NC(=O)CN(C)C(=O)COc1ccccc1F,11,-17%,-10,0%,-1%,20%,-8%,1%,-7%,-12,-1%[10 µM]
O=C1c2ccccc2C(=O)C1Cc1cccc2ccccc12,-15,0%,-3,1%,u,42%,x,-1%,1%,-11,0%
CCc1cccc(CC)c1NC(=O)COC(=O)Cc1ccsc1,-14,-6%,10,-1%,-2%,-26%,-6%,-1%,-4%,4,0%
O=C(CN1CCN(S(=O)(=O)c2ccc(F)cc2)CC1)NCC1(N2CCOCC2)CCCCC1,3,-1%,17,0%,x,x,-13%,1%,-4%,x,x
CC(NC(=O)C(=O)NCCc1c[nH]c2ccccc12)c1ccccc1 (stereo unspecified),3,-9%,8,-4%,-1%,11%,-13%,0%,9%,0,-17%
O=C(COc1cc(Cl)ccc1Cl)Nc1ccc2c(c1)CCC2,-10,8%,-10,16%,3%,-14%,8%,17%,0%,2,-12%
O=C(Nc1ccc2c(c1)OCO2)Nc1cnccn1,8,u,-8,15%,u,-7%[0.365 µM],-23%,12%,-5%,-1,x
Cn1cc(SCC(=O)N2CCOCC2)c2ccccc21,-1,u,-9,16%,-6%,-24%,4%,18%,-11%,-4,2%
COc1cccc(CNC(=O)C2CCN(S(=O)(=O)c3ccc4c(c3)CC(C)N4C(C)=O)CC2)c1 (stereo unspecified),-8,-4%,6,-1%,0%,20%,5%,0%,1%,0,19%
FC(F)(F)c1ccc(N/N=C/c2cccnc2)nc1,11,u,5,u,u,34%,1%,u,3%,3,7%
C=CCSC(=C(C#N)C#N)c1cc2c([nH]1)CCCC2,-16,15%,-6,-8%,-7%,u,-22%,-12%,-11%,5,u
O=C(COC(=O)CCN1C(=O)c2cccc([N+](=O)[O-])c2C1=O)NCc1ccccc1,3,5%,-1,-6%,2%,1%,25%,-1%,-2%,3,1%
COc1ccc(CNC(=O)C2CCCN(C(=O)Nc3ccc(OC)cc3)C2)cc1 (stereo unspecified),-19,2%,9,-2%,4%,-3%,1%,-2%,1%,2,9%
CCOC(=O)N1CCC(N2CC34C=CC(O3)C(C(=O)Nc3ccc(C(C)C)cc3)C4C2=O)CC1 (stereo unspecified),-6,4%,6,3%,-2%,-9%,-5%,-13%,-4%,1,-7%
N#C/C(=C/c1ccc(N2CCCC2)c([N+](=O)[O-])c1)c1nc2ccccc2[nH]1,-14,3%,2,u,6µM*,32%,-6%,u,1%,-1,-14%
COc1ccc(O)c(C(c2c(C)[nH][nH]c2=O)c2c(C)[nH][nH]c2=O)c1,8,-1%,-15,-5%,2%,-8%,-3%,-3%,3%,-29,4%
CC(C)c1nc(SCC(=O)Nc2cccc(S(N)(=O)=O)c2)n[nH]1,-3,4%,-13,0%,-1%,-5%,4%,-3%,-1%,1,-4%
CC(=O)C1=C(O)C(=O)N(c2ccccn2)C1c1ccc(Cl)cc1 (stereo unspecified),20,-1%,u,0%,-1%,16%,2%,6%,-3%,3,-3%
CCc1onc(C)c1C(=O)Nc1ccc2c(c1)OCO2,-5,1%,-13,-1%,2%,4%,0%,-6%,-2%,-1,-5%
Cc1ccc(CNS(=O)(=O)c2cn(C)c(=O)n(C)c2=O)cc1,-3,5%,8,-2%,1%,-10%,-4%,6%,7%,x,-12%
Cc1cc(C)n(S(=O)(=O)c2ccccc2)n1,13,0%,8,0%,-2%,1%,0%,-4%,1%,0,-3%
CC(NC(=O)Cn1cc2c(n1)CCCCC2)c1ccccc1 (stereo unspecified),5,-1%,-9,-6%,5%,0%,-11%,-2%,0%,-3,-10%
O=C(NCC1CCCO1)C1CCN(C2CCN(C(=O)C3CCCCC3)CC2)CC1 (stereo unspecified),5,0%,7,-1%,0%,-10%,-2%,-10%,-5%,2,-8%
COC(=O)[C@H](CCSC)NC(=O)N1CCC(C)CC1,-2,2%,5,7%,0%,26%,x,-13%,1%,-1,0%
C[C@@H](NCCc1ccc(O)cc1)[C@@H](O)c1ccc(O)cc1,-7,x,-7,8%[46.1 µM],x,x,-32%,-15%[46.1 µM],x,x,x
O=C(c1cccc([N+](=O)[O-])c1)N1CCN(S(=O)(=O)N2CCCCC2)CC1,-2,-2%,-12,2%,0%,4%,-7%,-5%,-6%,1,-4%
CS(=O)(=O)Nc1cccc(C2=NN(S(=O)(=O)c3ccc(F)cc3)C(c3cccs3)C2)c1 (stereo unspecified),-3,-1%,-12,-1%,0%,u,-5%,-1%,6%,-3,0%
Cc1ccc(NCc2nnc(SCCN3CCCCC3)n2CC2CCCO2)cc1Cl (stereo unspecified),-47,0%,23,-8%,-2%,-16%,0%,-6%,-5%,1,4%
O=C1CC(c2ccccc2)Oc2cc(O)cc(O)c21 (stereo unspecified),6,u,8,21%,17µM*,-5%,-6%,14%,2%,2,22%
COc1ccc(Cn2c(C(C)C)nc3sc4ccccc4c(=O)c3c2=O)cc1,-4,-5%,10,-3%,5%,-13%,2%,-9%,1%,3,-4%
CCOC(=O)N1CCN(CCC(=O)c2ccc(Br)cc2)CC1,-22,2%,-13,-1%,-7%,u,-11%,6%,-12%,4,u
COc1cc(S(=O)(=O)NC2CCCC2)ccc1Cl,5,0%,-7,-1%,4%,-15%,4%,-2%,-1%,4,-3%
C/C(=N\NC(=O)c1nonc1N)c1cccs1,7,7%,-22,8%,u,0.32µM*,-8%,18%,7%,-1,1%
CC1CCN(CC(=O)Nc2ccc(S(=O)(=O)NC3CC3)cc2)CC1,3,-1%,-21,2%,8%,-8%,-2%,-1%,-2%,0,-2%
CCOCCCn1c(SCc2ccccc2)nnc1-c1ccncc1,-9,-1%,8,-6%,-1%,1%,0%,3%,0%,0,1%
C=CCOC(=O)C1=C[C@H](C2CC2)[C@@H](CCCO)[C@H](OCC)O1,17,2%,3,-2%,3%,-14%,16%,-5%,0%,0,1%
CNC(=O)COC(=O)/C=C/c1cccc(F)c1,-4,0%,17,-5%,-1%,-1%,0%,-2%,0%,0,3%
c1ccc(-c2nnc(N3CCN(c4ccccn4)CC3)c3ccccc23)cc1,-46,-34%[inhibitor],42[activator],-2%,-7%,-15%[0.365 µM],-5%,-1%,-7%,0,x
Cc1c(C(=O)N(Cc2ccccc2)C(C)C)oc2ccc(S(=O)(=O)N3CCOCC3)cc12,-6,-6%[9.26 µM],9,-3%,-2%,23%,-23%,0%,-5%,1,1%
CCOC(=O)C1=C(COc2ccc(F)cc2Cl)NC(=O)NC1c1cc(C)ccc1C (stereo unspecified),-5,-1%,-8,1%,4%,4%,12%,-10%,2%,x,-4%
COc1cccc(Nc2nc(-c3ccccc3)nc3ccccc23)c1,-7,-9%,-6,-5%,-14%,-11%,3%,-1%[1.84 µM],3%,-1,-2%
